# Screens as filed in PubChem BioAssay.
# BoNT A protease = BoNT A light chain protease inhibition | AID 588499 | inhibition, % at 10 µM | multiplex microsphere protease substrate cleavage, flow cytometry | 360,000 tested, 0.17% active; note: plate controls were buffer without enzyme for full effect and enzyme alone for no effect
# SSB-PriA inh = K. pneumoniae PriA-SSBct interaction inhibition; AlphaScreen SSBct-PriA binding, biotinylated peptide; inhibition, % at 33 µM; 430,000 tested, 0.6% active; AID 1272365; in the data active = inhibition mostly above about 37%, no sharp cut-off; inactive = mostly below about 20%;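 note: plate controls were negative control peptide for no effect and reference peptide for full effect; strong numbers were not always called active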
# 3CLpro inhibitor = SARS-CoV 3CLpro protease inhibition; inhibition, % at 6 µM; AID 1706; 290,000 tested, 0.14% active; recombinant SARS-CoV 3CLpro, quenched FRET peptide cleavage; P0C6X7; in the data active = inhibition above about 12%
# BH1578 lux ind = inducers of Vibrio cholerae quorum light production without autoinducers | V. cholerae BH1578 lux reporter, luminescence, 6 h | activation, % at 18.7 µM | AID 588436 | 350,000 tested, 0.16% active; in the data active = activation mostly above about 9.7%, no sharp cut-off; inconclusive = no clear call, values can overlap the other calls; inactive = mostly below about 3.7%; note: not every result past the cut was called active; inactives centre near 0; reference of the scale not given here
# VHR inh abs = blocks human VHR1 dual specificity phosphatase; P51452; recombinant VHR phosphatase, pNPP absorbance; inhibition, % at 13.3 µM; 290,000 tested, 0.52% active; in the data active = inhibition above about 50%; note: some compounds called inactive have numbers as strong as hits
# Target sequence (P51452 whole entry, looked up): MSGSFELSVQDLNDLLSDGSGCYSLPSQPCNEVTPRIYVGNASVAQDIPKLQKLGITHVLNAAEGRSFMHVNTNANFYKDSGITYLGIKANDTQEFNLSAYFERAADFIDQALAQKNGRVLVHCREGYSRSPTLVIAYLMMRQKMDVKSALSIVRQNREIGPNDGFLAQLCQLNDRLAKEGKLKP
# Anthrax LF inh2 = inhibitors of Bacillus anthracis lethal factor protease; 360,000 tested, 0.12% active; inhibition, % at 10 µM; multiplex microsphere protease cleavage assay, LF; AID 588501; note: plate controls were buffer without enzyme for full effect and enzyme alone for no effect
# Target sequence (P15917 whole entry, looked up): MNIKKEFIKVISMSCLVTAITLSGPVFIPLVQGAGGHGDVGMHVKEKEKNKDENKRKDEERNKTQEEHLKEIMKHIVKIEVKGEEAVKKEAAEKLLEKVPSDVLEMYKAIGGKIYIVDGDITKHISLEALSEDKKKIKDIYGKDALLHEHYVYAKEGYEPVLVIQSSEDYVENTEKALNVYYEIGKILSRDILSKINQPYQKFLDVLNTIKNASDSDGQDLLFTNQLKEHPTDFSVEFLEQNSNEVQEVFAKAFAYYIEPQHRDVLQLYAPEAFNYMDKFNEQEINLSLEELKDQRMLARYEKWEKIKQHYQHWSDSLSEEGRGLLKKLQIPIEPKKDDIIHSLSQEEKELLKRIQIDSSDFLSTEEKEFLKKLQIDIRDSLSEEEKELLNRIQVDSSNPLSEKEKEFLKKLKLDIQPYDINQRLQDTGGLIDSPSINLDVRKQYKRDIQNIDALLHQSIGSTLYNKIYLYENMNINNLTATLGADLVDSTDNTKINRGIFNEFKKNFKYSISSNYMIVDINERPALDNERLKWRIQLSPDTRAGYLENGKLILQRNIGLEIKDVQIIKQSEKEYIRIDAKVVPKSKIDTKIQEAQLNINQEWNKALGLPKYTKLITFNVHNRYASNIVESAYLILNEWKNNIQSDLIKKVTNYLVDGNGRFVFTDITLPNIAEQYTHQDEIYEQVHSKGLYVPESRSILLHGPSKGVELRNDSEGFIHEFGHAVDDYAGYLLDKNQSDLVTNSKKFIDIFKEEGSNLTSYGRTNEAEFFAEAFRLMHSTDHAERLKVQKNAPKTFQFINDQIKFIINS
# CCHF vOTU inh = blocks the CCHF virus ovarian tumor domain protease; inhibition, % at 11.5 µM; 370,000 tested, 0.55% active; AID 651958; CCHFV vOTU protease, Pep-AMC fluorescence; in the data active = inhibition above about 30%; note: 0% = vehicle wells with enzyme and 100% = no enzyme wells
# Y pestis TopoI = inhibitors of Yersinia pestis topoisomerase I | 360,000 tested, 0.064% active | Y. pestis Topo-I cleavage product accumulation, plate reader | activity, % at 10 µM; in the data active = activity above about 50%, passing the limit was not always enough; inconclusive = no clear call, values can overlap the other calls; note: inactives centre near 2
# PfHsp40 rescue = restores yeast growth despite PfHsp40 toxicity | S. cerevisiae expressing PfHsp40, growth rescue, ATP luminescence | growth rescue, % at 12.5 µM | 340,000 tested, 0.68% active | AID 504582; in the data active = growth rescue above about 28%, passing the limit was not always enough; inconclusive = no clear call, values can overlap the other calls;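 note: yeast W303a lacking pdr1 and pdr3 grown in galactose medium; growth measured after three days at 30 °C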
# TcdB GH inh = TcdB glycohydrolase inhibition; 350,000 tested, 0.24% active; P18177; inhibition, % at 9.99 µM; TcdB glycohydrolase enzymatic assay, plate reader; in the data active = inhibition above about 10%
# The depositor's hits bear a star; i = inactive; ? = inconclusive; . = not tested or not shown. Cut-off read from the data, not from the text of the source, unless noted: active = inhibition above about 30%; inconclusive = no clear call, values can overlap the other calls; inactive = below that.
SMILES,BoNT A protease,SSB-PriA inh,3CLpro inhibitor,BH1578 lux ind,VHR inh abs,Anthrax LF inh2,CCHF vOTU inh,Y pestis TopoI,PfHsp40 rescue,TcdB GH inh
O=C1N(Cc2cccnc2)C[C@@H]2C[C@@H](c3ccccc3C#Cc3ccccc3)N3CCC[C@@]123,-0.6,-12,-1,-0.1,39,-1,1,8,2.8,-4.4
COCc1nnc(NC(=O)CCc2ccccc2)s1,-0.5,-2,1,-3.2,10,0,-26,14,0.8,.
O=C(c1cc2nc(-c3ccco3)cc(C(F)(F)F)n2n1)N1CCN(Cc2ccccc2)CC1,-0.8,-1,-5,i,6,-1,1,24,0.0,.
O=[N+]([O-])c1ccccc1S(=O)(=O)NCc1ccc(F)cc1,0.3,1,0,-0.2,28,1,-13,10,-1.9,0.8
CC(NCC(=O)Nc1ccccc1C(=O)NC1CC1)c1ccc(F)cc1F (stereo unspecified),-2.3,-4,.,i,.,-8,-3,1,-0.8,0.7
O=C(O)c1ccc(Cl)c(S(=O)(=O)Nc2ccccc2N2CCOCC2)c1,-0.1,-20,5,-0.4,-5,2,3,-2,-0.4,-1.5
O=C(COc1ccccc1F)N1c2ccccc2CCc2ccccc21,-0.3,-7,5,-0.8,0,0,4,31,0.5,.
CC(C)C(=O)N(Cc1ccccc1)S(=O)(=O)c1ccc2c(c1)oc(=O)n2C,0.2,-4,-3,-3.8,10,-2,6,12,2.1,0.7
CCOC(=O)CSc1nc(-c2ccc(OC)cc2)ns1,-0.5,-36,3,i,2,2,33*,3,-1.2,.
COc1ccccc1N1C(=N)S/C(=C\c2ccc(-c3ccccc3C(=O)O)o2)C1=O,-0.1,5,2,-0.3,-2,-2,-11,1,2.1,-1.6
CC(C)(C)n1nnnc1C(c1ccc(Cl)cc1)N1CCSCC1 (stereo unspecified),-0.3,-7,5,i,18,-3,1,0,-0.2,.
CC(O)CN(Cc1ccc(Cl)cc1)CC(C)O (stereo unspecified),-1.5,-12,0,-0.3,19,0,-12,4,-0.3,.
O=C1c2sccc2-c2cccc3cccc1c23,27,.,.,i,.,26,8,1,.,1.5
CCc1nc(SCC(=O)Nc2cccc3ccccc23)[nH]c(=O)c1C,-3.8,-5,5,-0.2,34,-7,6,-8,0.2,0.7
Cc1cc(C)c2ccc(NN)nc2c1O,-0.7,-17,-1,2.6,22,-4,-2,-2,0.6,.
O=C1c2cccc3cccc(c23)C(=O)N1CC1CCN(CC(O)COCc2ccc3c(c2)OCO3)CC1 (stereo unspecified),0.7,11,4,3.4,2,1,-6,-5,-0.8,.
O=C(COC(=O)c1ccc(Cl)nc1)NNC(=O)c1ccc(Cl)cc1,.,-4,.,-0.5,.,.,-3,-3,-1.2,1.5
CN(Cc1cccc(Cl)c1Cl)C(=O)c1cc(S(=O)(=O)N2CCOCC2)ccc1F,0.0,6,.,i,.,-5,3,26,1.5,0.7
Cc1cc2c(C)cc(=O)[nH]c2cc1NC(=O)CCl,0.0,-11,4,0.3,17,0,4,4,0.1,1.2
CCc1cc(C(=O)OC)c(NC(=O)c2cc(Br)cs2)s1,1.0,-21,-1,-0.2,0,-2,.,-5,1.2,0.4
Cc1nc(-c2cccs2)ccc1C(=O)O,0.7,-12,1,1.6,23,-4,-18,-7,1.8,-1.2
CC(C)[C@H](NC(=O)c1ccccc1)C(=O)N1CCc2ccccc21,0.1,6,-1,i,-5,1,14,-5,1.2,-0.1
CCC/C=C/c1ccc(CN2C(C(C)C)C(=O)N(Cc3cn(CC4CCCCC4)nn3)CCS2(=O)=O)cc1 (stereo unspecified),0.2,.,.,-0.4,.,-4,23,15,.,0.2
CCOC(=O)C1(O)CSc2nc3sc(C(=O)O)c(C)c3c(=O)n21 (stereo unspecified),0.0,-5,-3,.,-5,2,0,1,-1.4,0.9
O=C(Nc1nnc(-c2ccccc2SCc2ccccc2F)s1)Nc1ccccc1F,-0.4,-4,1,i,10,1,2,16,0.3,.

# Sorted by length of the SMILES (highest first): some entries from above.
SMILES,BoNT A protease,SSB-PriA inh,3CLpro inhibitor,BH1578 lux ind,VHR inh abs,Anthrax LF inh2,CCHF vOTU inh,Y pestis TopoI,PfHsp40 rescue,TcdB GH inh
O=C1N(Cc2cccnc2)C[C@@H]2C[C@@H](c3ccccc3C#Cc3ccccc3)N3CCC[C@@]123,-0.6,-12,-1,-0.1,39,-1,1,8,2.8,-4.4
O=C1c2cccc3cccc(c23)C(=O)N1CC1CCN(CC(O)COCc2ccc3c(c2)OCO3)CC1 (stereo unspecified),0.7,11,4,3.4,2,1,-6,-5,-0.8,.
O=C(c1cc2nc(-c3ccco3)cc(C(F)(F)F)n2n1)N1CCN(Cc2ccccc2)CC1,-0.8,-1,-5,i,6,-1,1,24,0.0,.
COc1ccccc1N1C(=N)S/C(=C\c2ccc(-c3ccccc3C(=O)O)o2)C1=O,-0.1,5,2,-0.3,-2,-2,-11,1,2.1,-1.6
CN(Cc1cccc(Cl)c1Cl)C(=O)c1cc(S(=O)(=O)N2CCOCC2)ccc1F,0.0,6,.,i,.,-5,3,26,1.5,0.7
CC(C)C(=O)N(Cc1ccccc1)S(=O)(=O)c1ccc2c(c1)oc(=O)n2C,0.2,-4,-3,-3.8,10,-2,6,12,2.1,0.7
O=C(O)c1ccc(Cl)c(S(=O)(=O)Nc2ccccc2N2CCOCC2)c1,-0.1,-20,5,-0.4,-5,2,3,-2,-0.4,-1.5
O=C(Nc1nnc(-c2ccccc2SCc2ccccc2F)s1)Nc1ccccc1F,-0.4,-4,1,i,10,1,2,16,0.3,.
CC(C)[C@H](NC(=O)c1ccccc1)C(=O)N1CCc2ccccc21,0.1,6,-1,i,-5,1,14,-5,1.2,-0.1
CC(NCC(=O)Nc1ccccc1C(=O)NC1CC1)c1ccc(F)cc1F (stereo unspecified),-2.3,-4,.,i,.,-8,-3,1,-0.8,0.7
CCc1nc(SCC(=O)Nc2cccc3ccccc23)[nH]c(=O)c1C,-3.8,-5,5,-0.2,34,-7,6,-8,0.2,0.7
CC(C)(C)n1nnnc1C(c1ccc(Cl)cc1)N1CCSCC1 (stereo unspecified),-0.3,-7,5,i,18,-3,1,0,-0.2,.
CCc1cc(C(=O)OC)c(NC(=O)c2cc(Br)cs2)s1,1.0,-21,-1,-0.2,0,-2,.,-5,1.2,0.4
CCOC(=O)CSc1nc(-c2ccc(OC)cc2)ns1,-0.5,-36,3,i,2,2,33*,3,-1.2,.
CC(O)CN(Cc1ccc(Cl)cc1)CC(C)O (stereo unspecified),-1.5,-12,0,-0.3,19,0,-12,4,-0.3,.
O=C1c2sccc2-c2cccc3cccc1c23,27,.,.,i,.,26,8,1,.,1.5
Cc1nc(-c2cccs2)ccc1C(=O)O,0.7,-12,1,1.6,23,-4,-18,-7,1.8,-1.2
Cc1cc(C)c2ccc(NN)nc2c1O,-0.7,-17,-1,2.6,22,-4,-2,-2,0.6,.

# More entries.
SMILES,BoNT A protease,SSB-PriA inh,3CLpro inhibitor,BH1578 lux ind,VHR inh abs,Anthrax LF inh2,CCHF vOTU inh,Y pestis TopoI,PfHsp40 rescue,TcdB GH inh
COc1c(C(=O)N2CCCC2)ccc2ccccc12,-0.4,-8,-1,0.4,-5,2,16,5,-1.2,.
O=C(Nc1cccc(O)c1)c1ccc([N+](=O)[O-])cc1Cl,0.3,-12,2,-0.3,6,2,7,-2,-3.4,1.4
Cc1ccc(N2CCN(/N=C/c3cccs3)CC2)cc1,?,.,-8,i,-1,-6,-14,7,-1.0,-19
COc1ccc(-c2csc(C(O)c3ccc(F)cc3)n2)cn1 (stereo unspecified),-0.4,.,.,0.9,.,2,10,8,.,0.6
COc1ccc(-n2c(SCC3OCCO3)nc3c(sc(=S)n3-c3ccccc3)c2=O)cc1OC,-0.4,3,-5,-0.5,16,2,13,-10,0.1,0.6
CCOC(=O)Cc1nn(Cc2ccccc2)c(=O)c2ccccc12,-0.4,-14,0,-0.3,16,1,6,19,6.2,0.5
O=C(CCCNS(=O)(=O)c1cccc2nsnc12)NC1CCCCC1,1.1,-15,-5,0.9,1,4,11,0,-0.9,.
Cc1cccc(C(=O)NNC(=O)c2ccc(NS(=O)(=O)c3cccs3)cc2)c1C,0.0,-4,.,i,.,-3,1,0,1.0,1.5
COc1ccc(CCNC(=O)COC(=O)/C=C/c2ccc3c(c2)OCO3)cc1OC,.,2,.,-1.4,.,.,9,18,-0.4,-0.1
O=c1oc2ccccc2c(NCCO)c1[N+](=O)[O-],0.4,0,4,-0.9,22,-7,-1,-1,0.7,0.3
Nc1nc2n(n1)C(=O)CC(c1ccccc1)N2 (stereo unspecified),-1.5,-4,2,-0.2,8,-8,-7,-8,-1.0,1.3
Cc1ccccc1-c1nc(CSc2nc3c(c(=O)[nH]2)CCC3)c(C)o1,-0.9,94*,-4,-0.3,-7,-4,13,4,-0.8,-0.5
COc1ccc(S(=O)(=O)N2CCCCC2)cc1NC(=O)CCCOc1ccccc1,0.4,7,.,2.5,.,5,-2,16,1.3,-0.1
CC(C)(Oc1ccc(Cl)cc1)C(=O)NCC(c1cccs1)N1CCOCC1 (stereo unspecified),-3.1,-6,.,i,.,-2,-4,3,-0.7,2.8
O=C(O)c1ccccc1Nc1ccnc(C(F)(F)F)c1,-3.2,-1,1,i,.,-4,3,-5,-0.5,1.8
CC(O)C(NC=C1C(=O)OC(C)(C)OC1=O)C(=O)O (stereo unspecified),-0.9,-11,-1,-0.4,-29,8,-10,1,-1.8,0.4
COCc1cc(C)nc(Nc2ccccc2C)c1C#N,?,-23,1,2.2,-10,0,.,12,-0.3,0.2
CCCCCCCCCCOC(=O)Cn1c(COc2ccc(Cl)cc2)[n+](C)c2ccccc21,1.0,-5,5,-0.5,6,-23,46*,3,6.6,9.1
CCOC(=O)C1(NC(=O)C2(NC(=O)CN3C(=O)c4ccccc4C3=O)CCCC2)CCCC1,-1.0,-13,.,i,.,-3,8,1,1.4,2.8
O=C(COc1ccccc1)NCC(=O)N/N=C/c1ccccc1,0.4,.,-1,-0.3,6,-1,-7,8,-0.2,.
CSc1ccc(C=O)cc1,-0.7,-9,.,-0.3,.,0,-1,2,-1.0,-0.5
CC1(C(=O)Nc2ccc(F)cc2F)CCN1C(=O)Cc1ccc(Cl)cc1Cl (stereo unspecified),-0.4,.,.,-0.9,.,-8,-3,17,.,0.3
Cn1c(N)c(C(=O)COC(=O)CSc2ccc3ccccc3c2)c(=O)n(C)c1=O,-0.5,-8,-2,-0.2,-7,-2,-8,27,0.6,-0.2
CC(OC(=O)CCc1c[nH]c2ccccc12)C(=O)c1ccccc1 (stereo unspecified),-0.7,16,3,-1.1,8,2,-3,8,1.4,2.1
COc1ccccc1NC(=O)c1ccc(NC(=O)c2nc3nccc(C)n3n2)cc1,-0.1,-10,.,6.2,.,-1,-1,11,0.0,0.1
CCn1c(=N)n(CCO)c2ccccc21,-0.2,-4,-1,-0.7,-8,-1,0,2,-0.2,.
O=C(CN1CCN(S(=O)(=O)c2ccc(Br)cc2)CC1)N/N=C/c1ccc(Br)s1,-0.1,.,7,2.4,-5,-4,8,9,-0.2,1.7

# Only part of the results is shown (hit frequency here may not be typical).
